Screening results from PubChem BioAssay.
GSK3 alpha inh: blockers of GSK3A enzyme activity – biochemical, luminescence, cell-free homogeneous, HTS, primary screen; Glycogen synthase kinase-3 alpha (Homo sapiens), P49840; GSK-3 alpha kinase, ADP-Glo luminescence, 60 min; inhibition, % at 10 µM; 320,000 tested, 0.1% active; AID 2650, 2010;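 in the data active means inhibition above about 50%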;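 further: GST-tagged GSK-3 alpha with peptide substrate and 25 µM ATP; 0% = DMSO neutral wells and 100% = GW8510 positive control wells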
Target sequence (P49840 whole entry, looked up): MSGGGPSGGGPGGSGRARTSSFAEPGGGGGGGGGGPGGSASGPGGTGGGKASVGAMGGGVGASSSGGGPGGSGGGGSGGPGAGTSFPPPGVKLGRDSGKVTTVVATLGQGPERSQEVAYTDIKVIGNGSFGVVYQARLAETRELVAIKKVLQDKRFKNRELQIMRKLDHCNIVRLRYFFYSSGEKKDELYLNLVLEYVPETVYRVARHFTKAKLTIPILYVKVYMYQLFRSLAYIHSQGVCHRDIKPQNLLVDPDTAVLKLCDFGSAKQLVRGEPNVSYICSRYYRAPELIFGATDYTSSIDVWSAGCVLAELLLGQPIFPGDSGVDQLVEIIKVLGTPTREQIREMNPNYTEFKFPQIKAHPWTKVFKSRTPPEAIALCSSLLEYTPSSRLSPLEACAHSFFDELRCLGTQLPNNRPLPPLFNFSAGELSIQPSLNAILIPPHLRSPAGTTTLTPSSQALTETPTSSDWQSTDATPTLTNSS
KLF5 inh: KLF5 expression inhibitors, primary screen, DLD-1 cells, luminescence. DLD-1 KLF5 promoter-luciferase reporter. inhibition, % at 5 µM. 290,000 tested, 0.23% active. AID 1700, 2009;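 active means inhibition above a per-plate limit of that plate's mean compound inhibition plus 3 SD, cut at about 60% in these data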;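 further: 0% = DMSO wells and 100% = LY294002 at 200 µM; higher means less KLF5 promoter-driven luciferase light; inactives centre near -14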
GSK3beta inhib: human GSK3beta kinase inhibitors, primary screen, biochemical, cell-free homogeneous, HTS. GST-GSK3beta kinase, ADP-Glo luminescence, 60 min; hits give low values. activity score (negative = inhibition), % at 10 µM. 300,000 tested, 0.038% active. AID 2097, 2009;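 active means more than half of replicate wells score below -50%, meaning over 50% inhibition versus plate controls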;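 further: 0% = median DMSO wells and -100% = median GW8510 positive control wells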
Target sequence (P49841 whole entry, looked up): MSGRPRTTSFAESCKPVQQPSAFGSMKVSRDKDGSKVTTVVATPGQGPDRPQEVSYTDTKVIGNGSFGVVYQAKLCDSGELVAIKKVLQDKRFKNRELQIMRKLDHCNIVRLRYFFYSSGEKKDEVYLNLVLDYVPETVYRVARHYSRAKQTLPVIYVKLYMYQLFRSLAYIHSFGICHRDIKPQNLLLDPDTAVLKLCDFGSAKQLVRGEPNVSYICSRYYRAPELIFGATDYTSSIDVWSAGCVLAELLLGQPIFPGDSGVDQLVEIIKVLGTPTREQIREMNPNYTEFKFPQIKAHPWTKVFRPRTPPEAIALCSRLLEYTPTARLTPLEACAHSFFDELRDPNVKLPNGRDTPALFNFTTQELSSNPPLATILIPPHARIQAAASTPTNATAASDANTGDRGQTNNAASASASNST
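test system = GST-tagged human GSK3beta kinase, cell-free | reagent = 25 µM ATP with peptide substrate | dosing = one dose of 10 µM per compound | schedule = 60 min reaction, RT | detection = luminescent ADP-Glo measurement of ADP formed | control set = DMSO neutral wells and GW8510 at 20 µM as positive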
aSyn 5UTR inh: MLPCN primary screen, SNCA 5' untranslated region; alpha-synuclein 5'UTR reporter, inhibitor activity; 300,000 tested, 0.82% active; inhibition, % (tested at 7.5 µM); AID 1813, 2009; in the data active means inhibition above about 60%;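 further: H4 neuroglioblastoma cells stably carrying SNCA 5'UTR luciferase fusion; 0% = DMSO wells and 100% = positive control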
AI-2 QS mod: Vibrio harveyi AI-2 quorum sensing modulators, primary screen, JMH597 strain, luminescence/OD600 ratio; activity change, % at 7.5 µM; Vibrio harveyi JMH597 AI-2 luminescence/OD600 ratio, 9 h; hits give low values; strain lacks LuxN and CqsS sensors; 0 = neutral-control median; 300,000 tested, 0.4% active; in the data active means activity change below about -75%, passing the limit was not always enough;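 further: luminescence divided by OD600 gain over 9 h not by final OD600 alone; inactives centre near 13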
IEC-6 tox: cytotoxicity in IEC-6 intestinal epithelial cells, primary screen, cytotoxicity control for KLF5 inhibitor project, cell-based, luminescence; IEC-6 cytotoxicity, luminescence viability; inhibition, % at 5 µM; 290,000 tested, 0.78% active; AID 1825, 2009; in the data active means inhibition above about 22%;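 further: 0% = plate median of test compound wells and 100% = cytotoxic reference compound wells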
HSP90 refold inh: HSP90 inhibitors, primary screen, cell lysate, luminescence | inhibition, % at 5.6 µM | 290,000 tested, 0.91% active | Heat shock protein HSP 90 (rabbit reticulocyte lysate; luciferase refolding) | Rabbit reticulocyte lysate, luciferase refolding luminescence, 3 h;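 active means inhibition above the screen-wide mean plus 3 SD, computed separately per campaign, cut at about 16% in these data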;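 further: 0% = DMSO wells and 100% = 60 µM geldanamycin wells; inhibitors lower the luminescence because luciferase stays unfolded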
HSF1 inh: HSF1 inhibitors in luciferase reporter cells, primary screen, cell-based, NIH3T3, luminescence. NIH3T3-HGL HSE-luciferase, MG132-induced, luminescence 8 h; hits give low values. activity change, negative = inhibition, % at 7.5 µM (by protocol). 300,000 tested, 0.77% active. AID 2098, 2009;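 active means more than half of replicate wells show activity change below -50%, luminescence cut by over half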;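 further: luciferase reports HSF-1 transcriptional activity via heat shock element; 0% = median of DMSO wells and -100% = zero luminescence signal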
HSF1 activator: HSF-1 activators, primary screen, NIH3T3-HGL cells, MG132 stress, luminescence, single point | NIH3T3-HGL HSF-1 luciferase reporter, 8 h; 100% = twice DMSO control signal | activation, % at 9 µM | 300,000 tested, 1.7% active | AID 504408, 2011;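 active means mean replicate activation of at least 50% with a set share of replicates each reaching 50%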;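 further: 0% = median of the neutral control wells and 100% = twice that signal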
PolyA inh: polyadenylation inhibitors in yeast reporter cells, primary screen, luminescence, S. cerevisiae. S. cerevisiae SKY197-pL101 polyadenylation reporter, beta-gal luminescence; efflux-impaired pdr1/pdr3 knockout yeast; score 100 = 6 SD above DMSO. calls only at 12 µM. 300,000 tested, 0.02% active. AID 1875, 2009;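 active means lowest replicate activity score at least 50, where 100 means six control SD above control mean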;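 further: yeast exposed to compound for 9 h at 30 °C; higher score means more reporter readthrough which indicates perturbed polyadenylation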
Numbers without * were called inactive; i = inactive; . = no result given; & = joins results of further samples. A portion of the library; rates above refer to the full screens.

compound	GSK3 alpha inh	KLF5 inh	GSK3beta inhib	aSyn 5UTR inh	AI-2 QS mod	IEC-6 tox	HSP90 refold inh	HSF1 inh	HSF1 activator	PolyA inh
O=C1CCC([N+](=O)[O-])C(c2ccccc2Br)N1 (stereo unspecified)	1	-54	-2	0	12	6	79*	-3	-12	i
O=C(c1cccc(S(=O)(=O)NCc2ccccc2)c1)N1CCN(c2cccc(C(F)(F)F)c2)CC1	5	-11	5	2	5	-2	2	-3	1	i
O=C(Nc1ccccc1)NC1(C(=O)NCCCN2CCOCC2)CCCCC1	-5	-10	.	.	.	2	-2	.	.	.
Cc1cc(NC(=O)Nc2cccc(Cl)c2)n(-c2ccccn2)n1	-2	5	4	11	27	1	-5	1	17	i
Cc1ccccc1NC(=O)c1nc[nH]c1C(=O)NCc1ccccc1	0	-24	-2	12	14	-10	3	22	59*	i
O=S(=O)(c1ccc(F)cc1)c1nc(-c2ccco2)oc1Nc1ccc(F)cc1	-2	1	-1	-27	4	-1	1	-2	14	i
Cc1noc(C)c1C(=O)OCC(=O)/C=C1\N(C)c2ccccc2C1(C)C	-1	-19	-2	0	6	0	3	0	1	i
CCCCCSc1nc(N2CCOCC2)c2c(c1C#N)CC(C)(C)OC2	4	-17	-1	54	4	-5	2	6	10	i
CCN(CC)c1nc(OC)nc(-n2nnc(C(C)=O)c2C)n1	2	-14	1	3	69	4	0	-8	-15	i
COc1cccc(-n2nnc3c(=O)n(Cc4ccccc4F)cnc32)c1	1	-29	0	-32	9	-1	1	-2	9	i
CCCn1c(CCNc2nc(-c3ccc(OC)cc3)cs2)nc2ccccc21	1	-17	2	-25	17	-2	-1	6	4	i
COC(=O)c1sc2nc(N3CCCCC3)c3c(c2c1N)CCCC3	32	2	2	26	25	-3	1	-4	12	i
O=C1C2C3C=CC(C3)C2C(=O)N1/N=C/c1ccc(-c2ccccc2[N+](=O)[O-])o1 (stereo unspecified)	-2	-14	1	-77	-18	-4	-2	3	36	i
COc1ccc(N2C(=O)NC(NC(=O)c3ccncc3)(C(F)(F)F)C2=O)cc1 (stereo unspecified)	-1	1	0	12	16	-3	1	-4	-16	i
Cc1nc2c(nnn2Cc2ccccc2)c(=O)n1-c1ccccc1	-2	-26	5	5	15	-2	2	1	32	i

9 neighbouring entries already listed, quoted:
compound	GSK3 alpha inh	KLF5 inh	GSK3beta inhib	aSyn 5UTR inh	AI-2 QS mod	IEC-6 tox	HSP90 refold inh	HSF1 inh	HSF1 activator	PolyA inh
O=C1CCC([N+](=O)[O-])C(c2ccccc2Br)N1 (stereo unspecified)	1	-54	-2	0	12	6	79*	-3	-12	i
O=C(c1cccc(S(=O)(=O)NCc2ccccc2)c1)N1CCN(c2cccc(C(F)(F)F)c2)CC1	5	-11	5	2	5	-2	2	-3	1	i
O=C(Nc1ccccc1)NC1(C(=O)NCCCN2CCOCC2)CCCCC1	-5	-10	.	.	.	2	-2	.	.	.
Cc1cc(NC(=O)Nc2cccc(Cl)c2)n(-c2ccccn2)n1	-2	5	4	11	27	1	-5	1	17	i
Cc1ccccc1NC(=O)c1nc[nH]c1C(=O)NCc1ccccc1	0	-24	-2	12	14	-10	3	22	59*	i
O=S(=O)(c1ccc(F)cc1)c1nc(-c2ccco2)oc1Nc1ccc(F)cc1	-2	1	-1	-27	4	-1	1	-2	14	i
Cc1noc(C)c1C(=O)OCC(=O)/C=C1\N(C)c2ccccc2C1(C)C	-1	-19	-2	0	6	0	3	0	1	i
CCCCCSc1nc(N2CCOCC2)c2c(c1C#N)CC(C)(C)OC2	4	-17	-1	54	4	-5	2	6	10	i
CCN(CC)c1nc(OC)nc(-n2nnc(C(C)=O)c2C)n1	2	-14	1	3	69	4	0	-8	-15	i

(continued)
compound	GSK3 alpha inh	KLF5 inh	GSK3beta inhib	aSyn 5UTR inh	AI-2 QS mod	IEC-6 tox	HSP90 refold inh	HSF1 inh	HSF1 activator	PolyA inh
O=S(=O)(NCCC1=CCCCC1)c1c(Cl)cccc1Cl	-1	.	0	-1	14	.	.	3	-6	i
CCC(=O)N1CCN(c2ccccc2NC(=O)c2ccc([N+](=O)[O-])o2)CC1	18	1	-6	-49	32	38*	-2	25	22	i
Cc1ccc(CNC(=O)CSc2nc3ccsc3c(=O)n2NC(=O)c2ccccc2)cc1	.	-18	1	-60	15	4	3	-1	3	i
Cc1ccc(C(=O)NCC(=O)Nc2cc(C)ccn2)cc1	0	.	0	-66	21	.	.	-2	-2	i
O=C(CCc1nnc(Cc2c[nH]c3ccccc23)o1)NC1CCCC1	-7	-22	2	-20	13	-4	-6	-1	1	i
COc1ccccc1N1CCN(C2CCCN(C(=O)CCc3ccccn3)C2)CC1 (stereo unspecified)	-1	-39	-2	1	-2	0	-4	-4	26	i
COc1ccc(-c2cc3nc4c(c(N5CCC6(CC5)OCCO6)n3n2)CCC4)cc1	-5	-9	0	19	11	-1	0	1	36	i
COCCNC(=O)c1onc(CSc2cccc(C)c2)c1C(=O)O	-2	-22	5	2	13	-2	0	4	-5	i
CC(C)CNC(C)C(=O)Nc1ccc(S(N)(=O)=O)cc1 (stereo unspecified)	-1	-21	2	2	25	1	5	-9	-5	i
CCc1nc2ccccc2n1CCC(C)C	0	-9	-2	-2	14	-2	-2	-7	11	i
O=C(O)c1ccccc1N=Nc1c(O)[nH]c2ccc([N+](=O)[O-])cc12	5	-48	-1	-15	29	-8	-1	-4	-3	i
Cn1cnnc1SC(C(=O)c1ccccc1)c1ccccc1 (stereo unspecified)	-1	-13	.	-45	.	9	0	-8	1	i
Fc1ccc(-n2c(-c3ccco3)n[nH]c2=S)cc1	-2	-1	-3	2	9	1	3	0	12	i
c1ccc(Cc2nnc3sc(-c4ccccn4)nn23)cc1	5	-19	0	.	22	1	2	.	.	i
CCc1nn(CC(=O)NC2CCN(Cc3ccccc3)CC2)c(=O)c2cc3cc(F)ccc3n12	-1	-5	1	24	57	-5	-4	6	-1	i
O=C(Nc1cccc(NC(=O)c2ccco2)c1)c1cnccn1	-1	-3	0	-27	-1	2	1	-3	16	i
NNC(=O)Cn1c(COc2ccc(Cl)cc2)nc2ccccc21	-3	-9	0	4	39	8	0	6	14	i
COc1ccc2c(c1)C(=O)C(=O)N2	1	23	0	6	2	-1	-8	-10	-6	i
O=C(Cc1cc(=O)[nH][nH]1)N/N=C/C=C/c1ccccc1	-1&2	-2&33	1&0	-37&-33	11&9	-2&2	5&9	4&5	-5&-14	i
COC(=O)c1ccc(SCc2ccccc2)nc1	0	.	-1	-20	-80*	.	.	3	19	i
CCN(CC)c1nc(N)c(C#N)c(CC#N)c1C#N	16	.	-6	37	22	.	.	5	11	i
CC(C)CC(NC(=O)C1CCCN1C(=O)[C@@H](C)NC(=O)OCc1ccccc1)C(=O)NCC(N)=O (stereo partly specified)	-4	-23	-1	4	15	-4	-5	-41	-54	i
CN(C(=O)COC(=O)C(Cc1ccccc1)NC(=O)c1ccccc1)c1ccccc1 (stereo unspecified)	0	-6	0	18	25	1	1	-6	-8	i
O/N=C/c1ccc2cccc(OCc3ccccc3)c2n1	-2	-20	-3	20	-1	10	-4	-2	12	i
C=C(C)Cn1c(Sc2nnc(C)s2)nc2c1c(=O)[nH]c(=O)n2C	-2	-9	-1	4	15	0	6	-3	-9	i
O=C(Nc1ccc(F)cc1)Nc1nnc(Cc2ccccc2)s1	-1	29	1	-32	-7	5	1	2	7	i
CC(C)NS(=O)(=O)c1ccc(NC(=O)Cc2ccsc2)cc1	-2	-38	0	-25	28	-5	-5	7	7	i
Cc1ccc2[nH]c(=O)c(CN(Cc3ccccc3)C(=S)NCCCN(C)C)cc2c1	1	15	-1	-36	11	3	0	8	7	i
COC(=O)N/N=C/c1cccc(OC(=O)c2ccc3c(c2)OCO3)c1	-5	-5	-1	8	22	1	-1	0	3	i
COCCSc1ccccc1C(=O)Nc1ccncc1	3	-29	0	-10	8	-1	4	-2	3	i
COCCNC(=O)c1cc2c(=O)n3cccc(C)c3nc2n1C	0	.	3	-35	13	.	.	-1	-17	i
Cc1cccc(NC(=O)c2sc3nc4c(c(-c5cccs5)c3c2N)CN(C)CC4)c1	3	-10	-1	-28	19	-3	0	5	8	i
CCOC(=O)C1=C(C(F)(F)F)Nc2ncnn2C1c1ccc(OC)c(OC)c1OC (stereo unspecified)	6	-27	1	5	22	6	-3	-1	4	i
